Compound activity deposited in PubChem by National Center for Advancing Translational Sciences (NCATS).
Integrin act MD: integrin-mediated muscular dystrophy alleviation activation; alpha7betagal myoblasts, beta-gal FDG fluorescence, 48 h; Potency, µM (titrated, usually from 38.3 µM), for inactives: at the top dose activation, most hits filed as activators; actives 0.064% (n = 350,000); AID 624291;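 further: potency means the concentration at half of the fitted maximal effect; 100% = response of the positive control SU9516; nearly all actives have a fitted effect of over 60% in size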
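Alpha7betagal+/- myoblasts (passage 13) were plated 16-24 hr, then exposed to compounds (1:260 dilution of DMSO stock) for 48 hours at 37C. After MPER lysis, β-galactosidase reporter activity was read as FDG fluorescence (ex 480/em 540) after 30 minutes.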
BCR signal inh: chronic active BCR signaling inhibition; ABC-DLBCL IkBa-CBG/CBR reporter, luminescence ratio, 4 h; actives 0.05% (n = 340,000); Potency, µM (top dose mostly 46.1 µM), for inactives: at the highest dose ratio change, negative = lower green/red ratio, most hits filed as inhibitors; active means well fitted inhibition curve with a large enough effect in the signal ratio, with a control signal flat, not every such curve was filed as active; inconclusive means small, poorly fitted or top-dose-only effect, or effect the other way, or a change in a side signal; the % refers to the signal ratio;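 further: potency means the concentration at half of the fitted maximal effect; plate controls were basal doxycycline-induced cells for no effect and cells given 10 µM MG132 for full effect; MG132 reads +100%, hits lower the ratio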
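TMD8 ABC-DLBCL cells carrying doxycycline-inducible green luciferase fused to IkappaBalpha plus unfused red luciferase were exposed to compounds (up to 46 uM) for 4 hrs at 37C. Activity came from the overlap-corrected green/red luminescence ratio.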
Giardia kill: kills Giardia lamblia. Giardia lamblia trophozoite viability. AID 540267. activity change, % at 7.66 µM, hits read low. actives 0.15% (n = 340,000); in the data active means activity change below about -80%; inconclusive means between about -30% and that limit;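 further: parasites exposed to compound for two days anaerobically before the ATP read; on the % scale 0 is the no-effect control and ±100 the full control effect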
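Giardia lamblia trophozoites (100 cells/well) were incubated with compounds for 48 h at 37 deg C under anaerobic conditions. Viability was read as ATP content by one-step luminescence after 15-30 min at room temperature.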
Menin MLL FP TR: displaces Texas Red mutant MLL peptide from human menin; O00255; Potency, µM (series often up to 61.6 µM), for inactives: top-dose FP activity change, negative = inhibition, actives largely listed as inhibitors; actives 0.23% (n = 270,000); Menin + Texas Red MLL mutant peptide, fluorescence polarization; active means well fitted inhibition curve with a large enough effect in the polarisation, with a control signal flat, not every such curve was filed as active; inconclusive means small, poorly fitted or top-dose-only effect, or effect the other way, or a change in a side signal; inactive means no such curve, though single readings can be large or run the other way; the % refers to the polarisation; further: potency means the concentration at half of the fitted maximal effect; % of control where 0% means no effect; many of its hits are not listed in these tables
FBPA coupling cs: coupling enzyme interference in Giardia aldolase counter-screen | coupling enzyme system counterscreen, AmpLite Red fluorescence | activity change, negative = inhibition, % at 58.2 µM, hits read low | actives 0.67% (n = 290,000) | AID 2472; in the data active means activity change below about -30%; further: on the % scale 0 is the no-effect control and ±100 the full control effect
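Activity here indicates interference with the coupling reaction, not aldolase inhibition. Compounds at 57.5 uM final met coupling enzymes for 10 min at RT; substrate and AmpLite Red detection followed, with a 525/598 nm fluorescence read after 20 min.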
PKM2 activator: activators of human pyruvate kinase M2 | P14618 | purified PKM2, Kinase-Glo ATP luminescence, activation; response scale: 0% is enzyme alone, no compound | Potency, µM (doses to about 57.5 µM), inactives show top-dose activation, hits mostly activators | actives 0.34% (n = 260,000) | AID 1631; further: potency means the concentration at half of the fitted maximal effect; on the % scale 0 is the no-effect control and ±100 the full control effect; nearly all actives have a fitted effect of over 55% in size
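ATP formation by purified human PK-M2, quantified via coupled luciferase luminescence after 1 h at room temperature with 0.1 mM ADP and 0.5 mM PEP final.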
B2AR arrestin: agonists driving beta-arrestin recruitment to human beta2-adrenergic receptor. Potency, µM (doses to about 46.1 µM), for the others: at the highest dose activation, most hits filed as activators. actives 0.02% (n = 330,000). beta-arrestin recruitment to beta2AR, cell-based reporter. AID 492947;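 further: potency means the concentration at half of the fitted maximal effect; 0% = DMSO controls and full agonism = EC100 isoproterenol or metaproterenol; nearly all actives have a fitted effect of over 65% in size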
S-ASM inh: inhibitors of human secretory acid sphingomyelinase | P17405 | placental ASM, HMU-PC fluorogenic substrate, 60 min | Potency, µM (doses to about 57.5 µM), for the others: at the top dose activity change, negative = inhibition, hits mostly inhibitors | actives 0.006% (n = 340,000); further: potency means the concentration at half of the fitted maximal effect
Target sequence (P17405 47-631 limits assumed): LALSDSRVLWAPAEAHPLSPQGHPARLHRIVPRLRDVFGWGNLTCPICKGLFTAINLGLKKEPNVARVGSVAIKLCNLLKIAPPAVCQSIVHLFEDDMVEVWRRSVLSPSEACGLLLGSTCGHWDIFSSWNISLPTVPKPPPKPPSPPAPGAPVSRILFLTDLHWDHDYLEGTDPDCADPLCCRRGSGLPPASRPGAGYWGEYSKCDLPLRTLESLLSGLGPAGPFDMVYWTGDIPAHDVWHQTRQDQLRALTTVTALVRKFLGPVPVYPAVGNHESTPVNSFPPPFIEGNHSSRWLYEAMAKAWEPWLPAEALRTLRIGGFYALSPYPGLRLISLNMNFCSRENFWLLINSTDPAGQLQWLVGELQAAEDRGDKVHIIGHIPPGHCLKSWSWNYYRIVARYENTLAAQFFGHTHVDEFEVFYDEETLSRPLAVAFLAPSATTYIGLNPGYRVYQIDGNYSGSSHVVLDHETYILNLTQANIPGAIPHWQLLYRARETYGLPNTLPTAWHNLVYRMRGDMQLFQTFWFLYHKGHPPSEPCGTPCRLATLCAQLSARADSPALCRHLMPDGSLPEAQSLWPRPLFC
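Fluorescence read-out (Ex 386 nm, Em 447 nm) after stopping the reaction at pH 10. Enzyme: ASM from human placenta; substrate HMU-PC0, 9 uM final; 60 min, 37 °C. Compound preincubation 10 min, ambient temperature.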
GALK inh: inhibitors of human galactokinase; Purified GALK, Kinase-Glo residual ATP luminescence; Potency, µM (titrated, usually from 57.5 µM), inactives show at the highest dose activity change, negative = inhibition, actives largely listed as inhibitors; actives 0.007% (n = 270,000); AID 1868; further: potency means the concentration at half of the fitted maximal effect; on the % scale 0 is the no-effect control and ±100 the full control effect
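Luminescence from leftover ATP (Ultra-Glo luciferase/luciferin) served as read-out after a 1 h room-temperature reaction of 5 nM GALK with 35 uM ATP and 100 uM galactose.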
TSG101-PTAP inh: blocks PTAP/TSG101 interaction to inhibit HIV-1 budding; Q99816; Fluorescence polarization, FITC-PTAP peptide / Tsg101 binding; Potency, µM (top dose mostly 115 µM), for inactives: at the top dose activity change, negative = inhibition, actives largely listed as inhibitors; 340,000 tested, under 10 active; AID 493005; active means well fitted inhibition curve with a large enough effect in the main read-out, with a control signal flat, not every such curve was filed as active; inconclusive means small, poorly fitted or top-dose-only effect, or effect the other way, or a change in a side signal; inactive means no such curve, though single readings can be large or run the other way; further: potency means the concentration at half of the fitted maximal effect; % of control where 0% means no effect
Target sequence (Q99816 whole entry, looked up): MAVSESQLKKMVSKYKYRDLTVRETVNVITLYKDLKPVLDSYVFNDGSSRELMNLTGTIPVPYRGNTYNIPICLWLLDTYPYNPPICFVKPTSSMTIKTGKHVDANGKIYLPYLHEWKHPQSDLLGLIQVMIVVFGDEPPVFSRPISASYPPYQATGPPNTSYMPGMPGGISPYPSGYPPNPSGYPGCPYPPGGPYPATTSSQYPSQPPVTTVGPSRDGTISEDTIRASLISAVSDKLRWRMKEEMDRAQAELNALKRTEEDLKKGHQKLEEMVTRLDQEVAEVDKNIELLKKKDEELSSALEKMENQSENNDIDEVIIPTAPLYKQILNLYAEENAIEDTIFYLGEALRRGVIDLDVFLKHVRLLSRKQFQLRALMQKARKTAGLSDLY
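Fluorescence anisotropy tracks displacement of a FITC-tagged PTAP peptide (50 nM) from the Tsg101 binding domain (10 uM), following a 20 min room-temperature incubation at pH 7.5.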
Tb PFK inh: inhibitors of T. brucei phosphofructokinase. O15648. T. brucei PFK, ADP-Glo luminescence. Potency, µM (series often up to 57.5 µM), for the others: top-dose activity, negative = inhibition, actives largely listed as inhibitors. actives 0.17% (n = 330,000). AID 485367;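 further: potency means the concentration at half of the fitted maximal effect; 0% = uninhibited 1x PFK enzyme wells and -100% = no-enzyme wells; nearly all actives have a fitted effect of over 60% in size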
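Compounds were pin-transferred as a titration series up to 57 uM into substrate buffer (0.5 mM F6P, 0.1 mM ATP, pH 8.0), then 1.25 nM PFK was added and reactions ran 45 min before ADP-Glo detection.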
An asterisk follows results filed as active; ? = inconclusive; nt = no result given; [ ] = dose if it differs, or a comment. Unless noted, the call rests on the fitted dose curve; in most records, active means well fitted curve in the direction sought with a large enough effect; inconclusive means small, poorly fitted or top-dose-only effect, or another doubt; inactive means no such curve, though single readings can be large; an effect the other way counts as inactive or inconclusive. A portion of the library, so the mix of outcomes need not match the whole.

SMILES	Integrin act MD	BCR signal inh	Giardia kill	Menin MLL FP TR	FBPA coupling cs	PKM2 activator	B2AR arrestin	S-ASM inh	GALK inh	TSG101-PTAP inh	Tb PFK inh
O=C(/C(=C/c1cccc(Cl)c1)c1nc2ccccc2[nH]1)c1ccccc1	-52%[inhibitor]	?	-29	-16%	0	-1%	-0.4%	-1%	-1%	-4%	-1%
COC(=O)c1cccc(NC(=O)COc2cccc([N+](=O)[O-])c2)c1	3%	4%	3	36%[activator]	-1	-1%	0.0%	-15%	8%	2%	0%
CCc1noc(C)c1C(=O)N(CCC(C)C)c1c(N)n(Cc2ccccc2)c(=O)[nH]c1=O	0%	-4%	6	nt	nt	nt	-0.3%	-1%	nt	1%	-1%
CCO/C(C)=N/n1c2nc3ccccc3nc2c2c(=O)n(CC(C)C)c(C)nc21	0%	-12%	-18	-14%	0	-5%	-0.5%	90%[activator]	-2%	-4%	0%
O=C(Nc1cccc(NC(=O)c2ccco2)n1)c1ccco1	-31%	-4%	-3	0%	-3	-5%	-0.2%	-3%	0%	-5%	-6%
COc1ccc(OCc2nnc(NC(=O)Nc3ccccc3F)s2)cc1	-6%	3%	-13	nt	0	1%	0.0%	-1%	0%	1%	-2%
O=C(CCCn1c(=O)[nH]c2cc(Cl)ccc2c1=O)NC1CCCCCCC1	-27%	4%	-5	nt	-4	-11%	-0.2%	-1%	0%	-3%	-2%
CCN(CC)CCNc1nc(-c2cccs2)c(CC(=O)O)s1	8%	1%	-11	-16%	3	nt	0.2%	1%	10%	-6%	-7%
COc1cc(-c2nnc(SC(C)C(=O)Nc3c(C)n(C)n(-c4ccccc4)c3=O)o2)cc(OC)c1OC (stereo unspecified)	-8%[7.66 µM]	5%	17	-9%	-1	2%	0.0%	-2%	-2%	-4%	1%
CC(C)NS(=O)(=O)c1ccc(NC(=O)C(C)OC(=O)CCCOc2ccccc2)cc1 (stereo unspecified)	-1%	-5%	-12	nt	nt	nt	-0.2%	-4%	nt	-6%	0%
COc1ccc(N/C(N)=N/c2nc(C)cc(C)n2)c(OC)c1	-22%	-1%	1	6%	-1	1%	0.0%	5%	-3%	-3%	3%
O=[N+]([O-])c1ccc(Cl)c(C[n+]2cccc3ccccc32)c1	?	-1%	-13	-15%	1	1%	-1.0%	-1%	3%	2%	0%
Cc1ccnc(NS(=O)(=O)c2ccc(NC(=O)CN3C(=O)c4ccccc4S3(=O)=O)cc2)n1	16%	-1%	4	nt	nt	nt	-0.3%	5%	nt	-1%	0%
O=C(CCN1CCN(c2ccccc2F)CC1)Nc1ccc(F)cc1	-15%	1%	32[activator]	-20%	0	1%	-0.3%	-1%	-3%	-3%	3%
COc1cccc(-n2c(C)nn(CCOc3ccccc3)c2=O)c1	-5%	?	2	2%	-2	1%	-0.1%	-2%	0%	0%	-3%

The last 2 entries of the part above lead into the next.
SMILES	Integrin act MD	BCR signal inh	Giardia kill	Menin MLL FP TR	FBPA coupling cs	PKM2 activator	B2AR arrestin	S-ASM inh	GALK inh	TSG101-PTAP inh	Tb PFK inh
O=C(CCN1CCN(c2ccccc2F)CC1)Nc1ccc(F)cc1	-15%	1%	32[activator]	-20%	0	1%	-0.3%	-1%	-3%	-3%	3%
COc1cccc(-n2c(C)nn(CCOc3ccccc3)c2=O)c1	-5%	?	2	2%	-2	1%	-0.1%	-2%	0%	0%	-3%
CSCCC(NC(=O)c1ccccc1)C(=O)N1CCCCCCC1 (stereo unspecified)	-2%	1%	3	nt	nt	nt	7.1%	7%	nt	1%	-5%
CCn1c(-c2ccc[nH]c2=O)nc2ccccc21	1%	4%	24	-10%	0	nt	0.0%	12%	0%	1%	0%
CCOc1ccc(S(=O)(=O)N(CC)CC(=O)NC2CCS(=O)(=O)C2)cc1 (stereo unspecified)	10%	0%	-4	nt	nt	nt	0.0%	3%	nt	-5%	3%
O=C(Nc1ccccc1[N+](=O)[O-])c1nc[nH]c1C(=O)NCCO	-3%	?	-5	16%	1	1%	-0.2%	-3%	0%	3%	3%
CC(C)C[C@H](NC(=O)OC(C)(C)C)C(=O)N1CCC(C(=O)N[C@@H](Cc2ccccc2)C(=O)O)CC1	3%	8%	-12	-6%	0	2%	-1.0%	6%	3%	0%	-1%
Cc1nc2ccc(NC(=O)c3ccc(Cl)c(S(=O)(=O)N(C)c4ccccc4)c3)cc2s1	7%	?	-3	?	-2	-2%	-1.4%	-19%	-2%	19%	-1%
COc1cc(/C=C2/C(=O)N(c3ccc(Br)cc3)N=C2C)cc([N+](=O)[O-])c1O	nt	-2%	nt	?	0	nt	-0.5%	nt	nt	nt	2%
COc1ccc(Cl)cc1C(=O)Nc1ccc(NC(C)=O)cc1	-25%	1%	-3	-3%	0	6%	-1.0%	-3%	-3%	-6%	9%
Cc1ccc(S(=O)(=O)N2CCOCC2)cc1NC(=O)COC(=O)Cc1ccc(Cl)cc1	-5%	-7%	-3	nt	nt	nt	-0.7%	-4%	nt	-4%	-16%
COc1ccc(CNC(=O)c2ccc3c(c2)N(C)C(=O)CS3=O)cc1 (stereo unspecified)	6%	-19%	-5	0%[11.7 µM]	4	-1%	-1.0%	-3%	2%	-8%	-5%
COc1ccc(COC(=O)C2=C(C)NC(=O)NC2c2cc(Br)c(O)c(OC)c2)cc1 (stereo unspecified)	18%	?	-2	13%	2	0%[11.5 µM]	-0.5%	-1%	-14%	-2%	8%
Cc1cccc(NC(=O)CCCN2C(=O)C(c3ccccc3)Oc3cccnc32)c1C (stereo unspecified)	-2%	4%	35[activator]	nt	nt	nt	0.1%	-2%	4%	-4%	-3%
CCCCOc1ccc(CNC(=O)NS(=O)(=O)c2ccc(OCC)cc2)cc1	15%	8%	-6	nt	2	1%	0.1%	0%	-1%	-3%	1%
CCN1CCN(c2cc(C)c3cc(NC(=S)N4CCC5(CC4)OCCO5)ccc3n2)CC1	-33%	-7%	-2	-15%	-2	-3%	-0.2%	54%[activator]	-2%	-1%	1%
O=C(NCC1CCCO1)c1cc2c(s1)CCCC2 (stereo unspecified)	-4%	1%	-2	nt	nt	nt	-0.3%	5%	nt	-7%	-10%
O=C(CC(=O)NCc1cccnc1)NCc1cccnc1	-25%	2%	3	4%	2	-2%	-0.2%	3%	-3%	-3%	-1%
CCCCOC(=O)Nc1cc(OC)c(Cl)cc1OC	-8%	?	-11	-13%	7	11%	-0.9%	2%	1%	-4%	-2%
CC(NC(=O)Cc1ccccc1)c1ccccc1 (stereo unspecified)	19%	-1%	6	3%	1	0%[11.5 µM]	-1.1%	-3%	7%	-7%	-2%
O=C(Nc1ccc(C(=O)N2CCOCC2)cc1)Nc1cccc(Cl)c1	3%	0%	-26	-1%	1	-8%	15%	-3%	nt	1%	-23%
O=C(c1ccc(-c2cccc([N+](=O)[O-])c2)o1)N1CCN(c2ccc([N+](=O)[O-])cc2)CC1	5%	-2%	-10	nt	nt	nt	-0.2%	-9%	nt	1%	0%
O=C(Cn1nc(-c2ccccc2F)ccc1=O)NCc1ccc2c(c1)OCO2	0%[7.66 µM]	-1%	-7	4%	5	1%	0.2%	-1%	-1%	-4%	-5%

Five neighbouring entries from above, quoted:
SMILES	Integrin act MD	BCR signal inh	Giardia kill	Menin MLL FP TR	FBPA coupling cs	PKM2 activator	B2AR arrestin	S-ASM inh	GALK inh	TSG101-PTAP inh	Tb PFK inh
O=C(/C(=C/c1cccc(Cl)c1)c1nc2ccccc2[nH]1)c1ccccc1	-52%[inhibitor]	?	-29	-16%	0	-1%	-0.4%	-1%	-1%	-4%	-1%
COC(=O)c1cccc(NC(=O)COc2cccc([N+](=O)[O-])c2)c1	3%	4%	3	36%[activator]	-1	-1%	0.0%	-15%	8%	2%	0%
CCc1noc(C)c1C(=O)N(CCC(C)C)c1c(N)n(Cc2ccccc2)c(=O)[nH]c1=O	0%	-4%	6	nt	nt	nt	-0.3%	-1%	nt	1%	-1%
CCO/C(C)=N/n1c2nc3ccccc3nc2c2c(=O)n(CC(C)C)c(C)nc21	0%	-12%	-18	-14%	0	-5%	-0.5%	90%[activator]	-2%	-4%	0%
O=C(Nc1cccc(NC(=O)c2ccco2)n1)c1ccco1	-31%	-4%	-3	0%	-3	-5%	-0.2%	-3%	0%	-5%	-6%
